Assay outcomes deposited in PubChem by several laboratories.
E coli RNAP – E. coli RNAP inhibitors, biochemical | E. coli RNA polymerase, fluorescence transcription assay | inhibition, %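 (tested at 10 µM)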 | 0.2% of 62,000 active | AID 559, 2006; in the data active means inhibition above about 20%;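 further: 0% = enzyme without compound and 100% = no enzyme blank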
CatB inh – human cathepsin B inhibitors, primary screen, biochemical, fluorogenic substrate | purified cathepsin B, fluorescence | 0.1% of 63,000 active | AID 453, 2006 | inhibition, %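 (tested at 10 µM)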 | P07858; in the data active means inhibition above about 21%;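 further: 0% = enzyme with no compound and 100% = no enzyme blank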
AP complement – alternative complement pathway inhibitors, primary screen, biochemical, ELISA, human serum, orthogonally pooled compounds | LPS-coated ELISA, C3 deposition; tested in compound mixtures | inhibition, % at 5 µM | 0.08% of 62,000 active;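 active means inhibition above 30% in each of the two pooled mixtures holding the compound, so the lower value exceeds 30%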;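 further: 0% = serum in Mg-EGTA without compound and 100% = EDTA serum blank; some compounds past the cut are filed as inactive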
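Assay system: Human serum alternative complement pathway, C3 deposition on LPS-coated wells | Incubation: 1 h serum-compound exposure at 37 °C | Doses: 5 µM per compound in ten-compound mixtures | Read-out: Percent inhibition | Technique: ELISA with HRP anti-human C3 antibody, TMB substrate, absorbance 450 nm | Replication: Two pool placements per compound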
Ecoli tolC – growth inhibitors of E. coli tolC mutant, primary screen, strain BW25113 ΔtolC::kan, 384-well | OD615 | growth inhibition, % at 10 µM (by protocol) | 2.2% of 65,000 active;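 active means growth inhibition at or above a cutoff equal to the mean over every tested compound plus 3 SD, cut at about 60% in these data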;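 further: growth measured after 20 h incubation at 37 °C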
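signal = optical density read at 615 nm | test system = E. coli ΔtolC::kan strain BW25113 | timing = 20 h compound exposure of bacteria at 37 °C | buffer or medium = LB medium plus 50 µg/mL kanamycin | compound dosing = 10 µM final, single dose | evaluation = % inhibition of E. coli growth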
D1 allo mod – D1 CRE-luciferase signal change, two-sided – cell-based, HEK293 D1, dopamine EC30, D1 allosteric modulator project, primary screen | D(1A) dopamine receptor (Homo sapiens), P21728 | AID 641, 2007 | 5.9% of 58,000 active | dopamine EC30 potentiation; actives deviate in either direction | B-score at 10 µM;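 active means luminescence count or its row- and column-corrected plate score outside the 99.7% band of the plate's sample wells, on either side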
DUSP1 inh – MKP-1 phosphatase inhibitors, primary screen, biochemical, in vitro; AID 374, 2006; 0.15% of 65,000 active; Dual specificity protein phosphatase 1 (Homo sapiens), P28562; recombinant MKP-1, OMFP hydrolysis fluorescence; inhibition, %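 (compounds tested at a single concentration somewhere between 10 and 100 µM)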;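 active means inhibition above about 50%, limit read from the data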;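 further: 0% = DMSO max control wells and 100% = wells with enzyme stopped by NaOH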
Target sequence (P28562 whole entry, looked up): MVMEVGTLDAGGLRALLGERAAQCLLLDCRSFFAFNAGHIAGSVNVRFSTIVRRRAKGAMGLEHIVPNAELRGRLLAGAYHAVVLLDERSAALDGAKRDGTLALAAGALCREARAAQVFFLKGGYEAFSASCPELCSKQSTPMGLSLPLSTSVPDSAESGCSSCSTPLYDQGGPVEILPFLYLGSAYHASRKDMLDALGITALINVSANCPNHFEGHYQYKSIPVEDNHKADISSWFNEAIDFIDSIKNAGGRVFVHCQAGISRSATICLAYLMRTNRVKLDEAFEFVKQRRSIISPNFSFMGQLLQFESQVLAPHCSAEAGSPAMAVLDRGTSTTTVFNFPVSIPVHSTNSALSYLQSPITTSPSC
Hsp90 block – tumor Hsp90 inhibitors, primary screen, cell lysate, fluorescence polarization, NCI-N417 lysate | inhibition, % at 30 µM | AID 429, 2006 | Cy3B-geldanamycin FP displacement | Heat shock protein HSP 90-alpha (Homo sapiens), P07900 | 0.35% of 64,000 active;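 active means inhibition above 50%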;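 further: 0% = tracer plus lysate wells and 100% = tracer alone without lysate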
Cdc25B block – inhibitors of Cdc25B phosphatase catalytic domain, primary screen, biochemical, OMFP fluorescence; 0.1% of 65,000 active; recombinant Cdc25B, OMFP fluorescence Ex485/Em525; inhibition, %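 (compounds tested at 10 µM final in the well)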; AID 368, 2006; in the data active means inhibition above about 50%
Target sequence (P30305 whole entry, looked up, the tested form may be a part): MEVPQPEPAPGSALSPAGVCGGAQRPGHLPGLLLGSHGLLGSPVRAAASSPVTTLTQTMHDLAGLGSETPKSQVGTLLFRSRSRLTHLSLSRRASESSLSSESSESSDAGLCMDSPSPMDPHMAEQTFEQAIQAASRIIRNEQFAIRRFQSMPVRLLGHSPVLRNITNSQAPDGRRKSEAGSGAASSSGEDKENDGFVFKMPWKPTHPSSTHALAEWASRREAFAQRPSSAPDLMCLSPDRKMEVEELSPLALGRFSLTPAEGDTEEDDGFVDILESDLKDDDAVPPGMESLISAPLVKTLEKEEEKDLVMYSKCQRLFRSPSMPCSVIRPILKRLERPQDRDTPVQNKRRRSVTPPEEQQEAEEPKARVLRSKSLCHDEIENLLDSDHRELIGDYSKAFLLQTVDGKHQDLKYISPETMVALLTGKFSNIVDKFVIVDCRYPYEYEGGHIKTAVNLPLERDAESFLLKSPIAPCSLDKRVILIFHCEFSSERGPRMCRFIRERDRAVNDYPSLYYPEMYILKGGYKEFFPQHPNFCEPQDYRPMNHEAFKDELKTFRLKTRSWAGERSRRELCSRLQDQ
CatB mixtures – cathepsin B inhibitors from pooled compounds, primary screen, biochemical, compound mixtures, AMC fluorescence | P07858 | Purified cathepsin B, AMC dipeptide fluorescence | inhibition, %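 (ten-compound pools at 5 µM per compound and 50 µM total)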 | 0.06% of 62,000 active | AID 488, 2006; in the data active means inhibition above about 22%, passing the limit was not always enough;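 further: 0% = enzyme without compound and 100% = no enzyme blank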
* marks the source's active call; other numbers are inactive results; . = no result given.

SMILES | E coli RNAP | CatB inh | AP complement | Ecoli tolC | D1 allo mod | DUSP1 inh | Hsp90 block | Cdc25B block | CatB mixtures
CCOc1ccccc1NC(=O)CN1C(=O)COc2ccc(Cl)cc21 | 14 | 3 | 9 | -1 | -0.12 | -5 | -5 | -10 | 2
Cn1ncc(Cl)c1C(=O)N1CCc2ccccc21 | 5 | -1 | 8 | 3 | . | -6 | -8 | -7 | 4
CCOC(=O)CCNC(=O)Nc1ccc2nc(C)n(Cc3ccccc3Cl)c(=O)c2c1 | 1 | 2 | -4 | 6 | 1.1 | 14 | -4 | -8 | 4
CCOC(=O)CSc1nnc(-c2ccco2)n1C | 3 | 6 | -5 | -13 | . | -30 | 3 | -7 | 0
O=C(O)C1CC=CCC1C(=O)NCCc1ccccc1 (stereo not drawn) | -1 | -4 | 10 | -21 | 0.21 | 11 | . | -9 | 1
CN(C)c1ccc(C2C3=C(CCCC3=O)OC3=C2C(=O)CCC3)cc1 | 3 | 2 | 12 | 1 | -0.75 | 8 | -3 | -3 | 10
O=C(c1ccco1)N1CCN(C2CC(=O)N(c3ccc4c(c3)OCO4)C2=O)CC1 (stereo not drawn) | 2 | -1 | 20 | -13 | -0.15 | 7 | -2 | 2 | 7
Nc1ccc(-n2ccnc2)cc1 | 1 | 1 | 18 | -10 | -0.52 | 24 | 6 | 16 | 4
O=C(CN1C(=O)c2cccc3cccc1c23)Nc1ccc(S(=O)(=O)N2CCOCC2)cc1 | . | . | . | 17 | 0.87 | 41 | -3 | 0 | .
CC1(C)CC(=O)C(C#N)=C(NCCCO)C1 | 7 | 0 | 21 | -8 | -0.0058 | 2 | 0 | 6 | -1
NC(=O)NC(=O)Nc1ccccc1Cl | 6 | 1 | 7 | -23 | 2.8* | -20 | -1 | 0 | 5
N#Cc1nc(-c2cccs2)oc1NCC1CCCO1 (stereo not drawn) | -24 | -11 | 5 | -1 | 13* | 5 | -3 | -2 | -5
CCOC(=O)N1CCC(n2c(SCC(=O)Nc3ccccc3OC)nc3ccccc3c2=O)CC1 | 5 | 9 | -2 | 55 | -0.25 | 13 | -3 | -9 | 7
Fc1ccccc1OCCSc1nc2ccccc2o1 | 8 | 4 | -9 | 35 | 0.42 | -8 | -1 | -16 | 1
COc1ccc2c(c1)CCc1c(C(=O)NCc3cccnc3)noc1-2 | -12 | 0 | -4 | -4 | 0.12 | -1 | -1 | -21 | 11
CCOc1ccc(-n2c(SCC(N)=O)nc3c([nH]c4ccccc43)c2=O)cc1 | 3 | 0 | 4 | 13 | 0.11 | 0 | -3 | -27 | 1
CCC1Oc2ccccc2N(CC(=O)Nc2ccc3c(c2)OCCO3)C1=O (stereo not drawn) | 6 | 3 | 5 | -11 | -0.61 | -23 | -1 | -7 | 7
O=C(CCCN1C(=O)c2ccccc2C1=O)NCc1cccnc1 | 4 | 2 | 8 | -10 | -0.015 | 4 | -3 | -4 | -1
COc1cc(C2CC(=O)NC(SCC(=O)Nc3ccccc3C)=C2C#N)ccc1O (stereo not drawn) | 2 | 1 | 19 | 2 | 0.087 | 0 | 0 | -7 | 3
CCn1c(SCC(=O)Nc2ccc(NC(=O)c3ccco3)c(OC)c2)nc2ccccc2c1=O | 2 | -3 | 7 | -13 | . | 0 | -1 | -7 | -4
O=c1cc(N2CCN(Cc3ccccc3)CC2)[nH]c(=O)n1-c1cccc(C(F)(F)F)c1 | . | . | . | 4 | 1.6 | 28 | -4 | -7 | .
O=C(Nc1cccc(NC(=O)c2cccs2)c1)c1ccco1 | 4 | -10 | 12 | 11 | -0.008 | -3 | 0 | -4 | 1
CCN(Cc1cc2cccc(C)c2[nH]c1=O)C(=O)c1ccccc1OC | 6 | 0 | 12 | -11 | . | -9 | -7 | 2 | 6
CCOC(=O)c1cc2occc2n1CC(=O)Nc1ccc(OC)cc1OC | 7 | 3 | 8 | -5 | -0.077 | 14 | 5 | -10 | 5
COc1ccc(NC(=O)N(C2CCCCC2)C2CCN(C(C)C)CC2)c(OC)c1 | 3 | 3 | 2 | -28 | 0.15 | -16 | -2 | 17 | 10
COCCCN1C(=O)C(O)=C(C(C)=O)C1c1cccc(F)c1 (stereo not drawn) | -2 | -3 | 20 | -29 | -0.29 | -22 | 0 | -14 | -5
FC(F)(F)c1cc(-c2ccco2)nc(NCc2ccccc2)n1 | 10 | 6 | 3 | 19 | . | 4 | . | -5 | 3
O=C(CN1CCCC1)NCC12CC3CC(CC(C3)C1)C2 | 5 | 1 | 30 | 7 | 0.11 | -29 | -3 | -25 | -2
CC(=O)Nc1ccc(-c2cn3ccsc3n2)cc1 | 5 | 1 | 15 | -6 | -1.9 | -4 | -8 | -2 | 8
CC1CCc2c(C(=O)NCCCN3CCOCC3)csc2C1 (stereo not drawn) | 3 | -4 | 9 | -17 | 0.53 | 10 | 0 | -8 | 6

Next section (7 carried over from the part before).
SMILES | E coli RNAP | CatB inh | AP complement | Ecoli tolC | D1 allo mod | DUSP1 inh | Hsp90 block | Cdc25B block | CatB mixtures
CCOC(=O)c1cc2occc2n1CC(=O)Nc1ccc(OC)cc1OC | 7 | 3 | 8 | -5 | -0.077 | 14 | 5 | -10 | 5
COc1ccc(NC(=O)N(C2CCCCC2)C2CCN(C(C)C)CC2)c(OC)c1 | 3 | 3 | 2 | -28 | 0.15 | -16 | -2 | 17 | 10
COCCCN1C(=O)C(O)=C(C(C)=O)C1c1cccc(F)c1 (stereo not drawn) | -2 | -3 | 20 | -29 | -0.29 | -22 | 0 | -14 | -5
FC(F)(F)c1cc(-c2ccco2)nc(NCc2ccccc2)n1 | 10 | 6 | 3 | 19 | . | 4 | . | -5 | 3
O=C(CN1CCCC1)NCC12CC3CC(CC(C3)C1)C2 | 5 | 1 | 30 | 7 | 0.11 | -29 | -3 | -25 | -2
CC(=O)Nc1ccc(-c2cn3ccsc3n2)cc1 | 5 | 1 | 15 | -6 | -1.9 | -4 | -8 | -2 | 8
CC1CCc2c(C(=O)NCCCN3CCOCC3)csc2C1 (stereo not drawn) | 3 | -4 | 9 | -17 | 0.53 | 10 | 0 | -8 | 6
O=C(c1ccccc1)c1nnc(-c2ccccc2F)o1 | . | 0 | -3 | -8 | 0.2 | -3 | -3 | 0 | 1
Cc1noc(C)c1S(=O)(=O)Nc1ccc(C(=O)N2CCc3ccccc3C2)cc1 | 6 | 5 | 2 | 24 | -0.45 | 11 | -2 | -1 | 3
c1ccc(OCc2nnc3sc(-c4cccs4)nn23)cc1 | 5 | 8 | 29 | 30 | 6.4* | 4 | -1 | -6 | 5
Cc1cc(C)nc(NC(=O)CSc2nnnn2-c2ccccc2)n1 | 5 | 7 | -12 | 7 | 0.045 | -16 | -6 | -11 | 5
COc1ccc(C(OC(=O)c2c(C)noc2C)C(=O)NC2CCCC2)cc1 (stereo not drawn) | 5 | 2 | -16 | 18 | 0.093 | 18 | -1 | -13 | 1
Cc1ccc(C)c(S(=O)(=O)Nc2ccc3scnc3c2)c1 | 4 | 8 | 6 | 15 | 1.1 | 4 | 0 | -13 | 3
Cc1cc(C)c2c(N)c(C(=O)NCc3ccco3)sc2n1 | . | . | . | 4 | 2.2 | 7 | 1 | -1 | .
COc1nc2c(C)cccc2cc1-c1noc(-c2ccco2)n1 | 8 | 4 | -4 | -1 | -0.43 | 11 | -8 | -5 | 3
CSc1nsc(SCC(=O)N2CCc3ccccc32)n1 | 0 | -3 | 16 | -5 | 2.3 | 8 | -7 | -4 | 6
Cc1noc(C)c1Cn1nc(C(=O)O)c2ccccc2c1=O | 2 | 6 | -1 | -8 | . | 1 | -4 | -15 | 2
O=C(Cn1cnc2c(nnn2Cc2ccccc2F)c1=O)NCc1ccco1 | -3 | -3 | 14 | 3 | -0.45 | 3 | -2 | -3 | -1
Cc1ccc(N(Cc2cc3ccccc3[nH]c2=O)C(=O)c2ccco2)c(C)c1 | . | . | . | 9 | . | 0 | -2 | 6 | .
COCCn1c(SCC(=O)c2ccc3c(c2)OCCO3)nnc1-c1ccco1 | 5 | 6 | 7 | -21 | -0.47 | -15 | -3 | 12 | 4
O=C(O)C1C2C=CC(O2)C1C(=O)NCCCn1ccnc1 (stereo not drawn) | -5 | 3 | 7 | -12 | 0.62 | 6 | 2 | 22 | 0
CCn1nnc(NC(=O)c2ccc(C(C)(C)C)cc2)n1 | 6 | 1 | -4 | -26 | . | 7 | . | -18 | 2
C/C(Cl)=C\Cn1c(=O)c2c(nc3n2CCS3)n(C)c1=O | 5 | 0 | 4 | -6 | 0.082 | 25 | -1 | -4 | -3
Cc1ccc(C)c(C(=O)n2cnnc2N)c1 | -7 | -3 | 34* | -5 | -0.13 | 6 | -4 | 10 | -18
COc1ccc(OC)c(NC(=O)Nc2cccc(Cn3cccn3)c2)c1 | 3 | -3 | 22 | 21 | -1.5 | -8 | 4 | -3 | 7
COc1ccccc1NCCC(=O)OCC(=O)Nc1ccc(Cl)cn1 | -2 | -1 | 14 | 7 | -0.25 | -1 | -1 | -14 | 3
CC(=O)NCc1nc2ccccc2n1C(C)C | 4 | 0 | -8 | -14 | -0.0014 | -13 | 1 | -4 | 0
CCN(CC)CC#CC(C)OCOCC#CCOC (stereo not drawn) | 3 | 3 | 0 | -22 | -0.59 | 1 | 0 | 2 | 1
O=c1[nH]c(-c2ccncc2)nc2ccccc12 | 5 | 2 | -2 | -18 | -0.18 | -12 | -4 | 5 | 2

Hits appear at their usual frequency; 7.6% or so of the library scored in one or more.
